Screens: PubChem BioAssay, National Center for Advancing Translational Sciences (NCATS)
GAA spleen mod: lysosomal alpha-glucosidase (human) modulation. Potency, µM (highest dose often 79.9 µM), inactives show at the top dose activity change, negative = inhibition, most hits filed as inhibitors. P10253. hit rate 0.006% among 240,000. human spleen homogenate, 4-MU-alpha-glucoside fluorescence;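 further: potency means the concentration at half of the fitted maximal effect; 0% = enzyme with vehicle and -100% = no enzyme basal signal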
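Enzyme source: human spleen homogenate, 1 ug/well. Buffer 50 mM citric acid/K phosphate pH 5.0, 0.01% Tween-20. 4-MU-alpha-glucoside 1 mM; 37 C x 40 min; NaOH/glycine stop; fluorescence.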
GAA inh: inhibitors of human lysosomal alpha-glucosidase. purified human GAA, 4-MU-alpha-glucoside fluorescence. Potency, µM (doses to about 76.9 µM), without a hit: at the top dose activity change, negative = inhibition, actives largely listed as inhibitors. hit rate 0.005% among 200,000. AID 1466;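 further: potency means the concentration at half of the fitted maximal effect; plate controls were uninhibited enzyme wells for no effect and no-enzyme background for full effect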
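Enzyme (4 nM final) mixed with compound (up to 77 uM), then 4-MU-alpha-D-pyranoside (400 uM final) added; 20 min at room temperature, pH 5.0. Reaction stopped at pH 10, fluorescence read, AC50 derived by Hill fit.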
CBFb-RUNX1 inh: blocks binding between human CBF-beta and RUNX1; Q01196+Q13951; AlphaScreen CBFb-His/RUNX1-biotin binding, biochemical; Potency, µM (doses to about 59.8 µM), for inactives: at the top dose activity, negative = inhibition, most hits filed as inhibitors; 230,000 tested, under 10 active; AID 1477; further: % of control where 0% means no effect
Target sequence (Q01196 whole entry, looked up): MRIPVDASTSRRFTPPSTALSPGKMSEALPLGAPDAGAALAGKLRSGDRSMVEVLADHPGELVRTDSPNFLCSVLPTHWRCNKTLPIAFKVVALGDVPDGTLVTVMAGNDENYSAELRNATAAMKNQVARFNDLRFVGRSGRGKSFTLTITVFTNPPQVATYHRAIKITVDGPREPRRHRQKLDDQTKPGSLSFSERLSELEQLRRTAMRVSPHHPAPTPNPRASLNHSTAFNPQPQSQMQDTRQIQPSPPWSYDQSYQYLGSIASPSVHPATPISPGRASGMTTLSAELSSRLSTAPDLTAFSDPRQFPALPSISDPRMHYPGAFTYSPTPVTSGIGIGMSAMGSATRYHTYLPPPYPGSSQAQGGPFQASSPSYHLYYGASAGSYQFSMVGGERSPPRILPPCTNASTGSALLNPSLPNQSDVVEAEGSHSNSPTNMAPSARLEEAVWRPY
Target sequence (Q13951 whole entry, looked up): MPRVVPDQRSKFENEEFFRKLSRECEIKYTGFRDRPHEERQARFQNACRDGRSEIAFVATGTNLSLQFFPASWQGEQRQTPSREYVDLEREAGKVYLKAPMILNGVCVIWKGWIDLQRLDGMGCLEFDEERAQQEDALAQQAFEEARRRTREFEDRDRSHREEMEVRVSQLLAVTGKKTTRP
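Room-temperature protein-protein interaction test with 30 nM each of His-tagged CBF-beta and biotinylated RUNX1, 15 min with compound, then 90 min with nickel plus streptavidin beads. Signal read in AlphaScreen mode.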
HTT aggregate: inhibitors of mutant huntingtin aggregate formation in PC12 cells; hit rate 1.1% among 220,000; Potency, µM (series often up to 46.1 µM), without a hit: top-dose activity change, negative = inhibition, most hits filed as inhibitors; PC12 HttQ103-GFP aggregates, Acumen cytometry, 40 h; further: potency means the concentration at half of the fitted maximal effect; on the % scale 0 is the no-effect control and ±100 the full control effect; nearly all actives have a fitted effect of over 60% in size
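Huntingtin Q103 exon 1–GFP aggregates in induced PC12 cells (100 nM tebufenozide) were quantified by cytometry from lysates, with compounds dosed in titration.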
HTT ATP protect: protects HTT-Q103 PC12 cells, measured by ATP | Potency, µM (doses to about 56.4 µM), without a hit: cytoprotection (ATP increase), actives largely listed as activators | hit rate 0.14% among 230,000 | AID 1471 | PC12 HTT-Q103 induced, cytoprotection, ATP luminescence, 40 h;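 further: potency means the concentration at half of the fitted maximal effect; % of control where 0% means no effect; nearly all actives have a fitted effect of over 45% in size; toxic huntingtin expression switched on by the ecdysone agonist tebufenozide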
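PC12 cells stably carrying ecdysone-inducible Htt exon 1 (Q103)–GFP were induced with 100 nM tebufenozide (final) alongside library compounds in a dose series. Cytoprotection was scored as retained ATP by ATPlite luminescence.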
GAA glycogen mod: GAA glycogen-cleavage inhibition or activation | recombinant GAA, glycogen substrate, Amplex Red glucose oxidase fluorescence | Potency, µM (titrated, usually from 76.4 µM), for inactives: at the top dose activity change, negative = inhibition, most hits filed as inhibitors | hit rate 0.38% among 300,000;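 further: potency means the concentration at half of the fitted maximal effect; 0% = full enzyme reaction and -100% = no-enzyme basal signal; the screen sought inhibitors and activators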
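Recombinant human enzyme (4 nM); glycogen substrate; 37 C, 40 min, pH 5.0. Readout: coupled glucose oxidase/Amplex Red fluorescence.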
Lamin A splicing: modulators of lamin A splicing. HeLa LMNA splicing GFP/RFP minigene ratio, 48 h. Potency, µM (titrated, usually from 46.1 µM), inactives show at the top dose ratio change, negative = inhibition, usual class: inhibitors. hit rate 0.01% among 200,000; active means well fitted inhibition curve with a large enough effect in the signal ratio, with a control signal flat, not every such curve was filed as active; inconclusive means small, poorly fitted or top-dose-only effect, or effect the other way, or a change in a side signal; the % refers to the signal ratio; further: potency means the concentration at half of the fitted maximal effect; on the % scale 0 is the no-effect control and ±100 the full control effect
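S3 HeLa cells stably expressing lamin A-EGFP splicing minigene plus DsRed2, 600 cells/well, 48 h compound exposure at 37C. Laser-scanning cytometry; analysed as GFP (500-530 nm)/RFP (575-640 nm) total intensity ratio; 0.5% DMSO vehicle.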
The depositor's hits bear a star; ? = inconclusive; · = not tested or not shown; & = joins results of further samples; [ ] = another dose, or the depositor's remark. Unless noted, the call rests on the fitted dose curve; in most records, active means well fitted curve in the direction sought with a large enough effect; inconclusive means small, poorly fitted or top-dose-only effect, or another doubt; inactive means no such curve, though single readings can be large; an effect the other way counts as inactive or inconclusive.

SMILES	GAA spleen mod	GAA inh	CBFb-RUNX1 inh	HTT aggregate	HTT ATP protect	GAA glycogen mod	Lamin A splicing
N#Cc1cc2c(nc1SCc1cccnc1)CCC2	2%	3%	-1%	2%	-13%[0.074 µM]	8%	1%
CCC(C)(C)n1nnnc1C(c1ccc2ncccc2c1)N1CCCC(C)C1 (centres undefined)	9%	-4%	-4%	-11%	9%[10 µM]	-1%	-1%
COc1ccccc1C1CN(c2ccccc2)N=C1c1cccs1 (centres undefined)	?	?	?	0%[9.22 µM]	5%	0%	-26%
CCCc1cc(C(=O)NCc2ccco2)no1	0%	-8%[15.4 µM]	-2%	-8%	-2%	6%	-3%
O=C(C1CCN(S(=O)(=O)c2cccs2)CC1)N1CCc2ccccc2C1	-7%	-6%	0%	-10%	-17%	-16%	2%
O=S(=O)(N/N=C\c1cccn1-c1ccccc1)c1ccc2ccccc2c1	-8%	1%	-21%	-2%	9%	?	-10%
O=C(c1ccco1)N1CCN(C(=O)N2c3ccccc3Sc3ccccc32)CC1	4%	-13%	-1%	-3%	-88%[inhibitor]	1%	?
O=C(Nc1nc(-c2ccc(Cl)s2)cs1)c1ccco1	4%	-6%	2%	-3%	-19%[10 µM]	-10%	?
CCCCN(C(=O)CCC(=O)O)C1CC(=O)N(c2ccc(OCCC)cc2)C1=O (centres undefined)	-2%	3%	7%	16%	-1%	-1%	11%
N#Cc1ccc(-c2ccc(Cl)cc2)nc1SCC(=O)c1cccc(Cl)c1	2%	1%	9%	-2%	-84%[inhibitor]	9%	-4%
CNC(=O)c1sc2nc(-c3ccc(OC)cc3)cn2c1C	4%	-14%	?	?	-65%[inhibitor]	9%	-6%
Cc1ccccc1NC(=O)/C(C#N)=C\c1cccnc1	-1%	3%	7%	5%	27%[10 µM]	-21%	-8%
CCOc1ccc(N2CC(C(=O)Nc3ccc4c(c3)OCO4)CC2=O)cc1 (centres undefined)	4%	-2%	8%	-3%	-22%	4%	11%[46 µM]
O=C(O)CSc1c(O)c2ccccc2[nH]c1=O	2%	-3%	-30%	1%[9.22 µM]	-36%[inhibitor]	-20%	?
O=C(Nc1ccc(F)c(Cl)c1)Nc1csc2ccccc12	-3%	·	8%	1%[9.22 µM]	1%[10 µM]	-2%	·
CC1=C(C#N)C(c2ccc(O)cc2)C2=C(CC(C)(C)CC2=O)N1 (centres undefined)	-2%	2%	5%	-8%	·	0%	-2%
CCN(CC)c1nc(SCCOC(=O)Nc2ccccc2)nc(N(CC)CC)n1	1%	-1%	7%	-28%	-7%[10 µM]	-10%	?
Cc1cccc(Nc2cc(=O)[nH]c(=O)[nH]2)c1C	-5%	2%	6%	8%	9%[10 µM]	11%	-8%
CN1CCN(c2oc(-c3ccc([N+](=O)[O-])cc3)nc2C#N)CC1	-2%	·	11%	-9%[9.22 µM]	-11%[10 µM]	1%	·
COc1ccc(CN(C(=O)CO/N=C/c2ccccc2)c2ccccc2C(=O)O)cc1	4%	5%	8%	4%	-19%[10 µM]	3%	-5%
CC(C)n1c(N2CCN(C(=O)Nc3ccc(Cl)cc3)CC2)nc2ccccc21	-4%	2%	5%	-1%[9.22 µM]	-2%[10 µM]	12%	-19%[46 µM]
CCN(C(C)=O)c1nc(CCl)cs1	4%	-4%	3%	-9%	?	6%	8%[46 µM]
CCOc1ccccc1C1CC(=O)NC(SCC)=C1C#N (centres undefined)	0%	-14%	21%	0%	4%[10 µM]	-1%	-9%
CCN(CC)c1ccc(C(=O)NNC(=O)CCl)cc1	-11%	3%	-6%	?	-164%[inhibitor]	4%	·
COc1ccc(-c2csc(NC(=O)CSc3nc(C)nc4sc(C(=O)O)c(C)c34)n2)cc1	10%	3%	10%	-2%[9.22 µM]	-10%[10 µM]	-12%	?
COc1ccc(CCNC(=O)c2ccc(-c3ccc([N+](=O)[O-])cc3)o2)cc1OC	-3%	-12%	6%	-3%	-5%[1.9 µM]	11%	?
O=C(COc1cccc2ccccc12)N1c2ccccc2CCc2ccccc21	-10%	0%	0%	?	-117%[inhibitor]	-12%	6%
Cc1[nH]c2ccccc2c1N=Nc1cc(C(=O)O)cc(C(=O)O)c1	-5%	?	3%	-11%[9.22 µM]	-11%	10%	·
COCCn1c(C(C)C)nc2sc3ccccc3c(=O)c2c1=O	-17%	?	0%	1%	-5%	15%	3%
CCCCSc1nc(C)cc(SCC(=O)N/N=C/c2ccccc2)n1	-17%	3%	2%	-11%	3%	0%	·
CC1CCCCC1NC(=O)c1cncc(Br)c1 (centres undefined)	-2%	3%	0%	-32%	21%[10 µM]	11%	-5%
COC(=O)N/N=C/c1ccc(OS(=O)(=O)c2ccc(C)cc2)c(OC)c1	4%	9%	11%	?	-140%[inhibitor]	4%	?
COc1ccc(/C=C2\C(=O)NCC(=O)N2Cc2ccccc2)cc1	-3%	5%	7%	9%	-9%[10 µM]	-3%	?
O=C(c1ccco1)N1CCN(C(=O)c2cc3c(s2)-c2ccccc2OC3)CC1	-8%	?	1%	-14%	16%[10 µM]	2%	?
COc1ccc(C2CC(c3cccs3)=NN2C(=O)CSc2nncs2)cc1OC (centres undefined)	-19%	11%	9%	5%	-4%	1%	?
Cc1ccc2c(c1)Oc1ccc([N+](=O)[O-])cc1C(=O)N2	-2%	0%	7%	-5%	-34%[inhibitor]	-4%	·
CCN1/C(=C\C=C2\C(=O)N(c3ccccc3)C(=S)N2C)Sc2ccccc21	-17%	-2%	-16%	-4%	-20%	-21%	10%[9.22 µM]
CCOc1ccc2c(c1)n([O-])c1c([n+]2=O)CCCC1	-7%	5%	1%	?	-31%	-4%	-3%
CC(C)c1ccc(/C=C/C(=O)Nc2nc3ccc([N+](=O)[O-])cc3s2)cc1	-14%	1%	1%	-19%	-2%	0%	3%[0.0737 µM]
COc1ccc(-n2c(C)cc(C)c(C(C)=O)c2=S)cc1	2%	-9%	8%	16%	·	-2%	?
CCCn1nc(-c2ccccc2)c2nc3ccccc3nc21	-7%	-9%	8%	-5%	-27%	-6%	1%
CCn1c(CNc2ccc(C)cc2C)nnc1SCC(=O)N1CCCc2ccccc21	-2%	-12%	-16%	-5%	-74%[10 µM]	-24%	-1%
O=C(CCl)NCCNC(=O)c1cc(OCC(F)(F)F)ccc1OCC(F)(F)F	-12%	0%	15%	-17%	7%	-3%	·
CCOC(=O)N/N=C/c1ccc(Oc2ccccc2)cc1	-4%	-6%	-24%	?	-47%[inhibitor]	0%	?
O=C(c1ccc(COc2ccccc2Cl)o1)N1CCN(Cc2ccc3c(c2)OCO3)CC1	-5%&-8%	?	1%&-11%	-9%&-5%	-50%&-32%[inhibitor]	-30%&10%	3%[0.0737 µM]
CCOc1cc(N2CCOCC2)c(OCC)cc1NC(=O)CN1CCCC1	-5%	-2%	-4%	-14%	22%[10 µM]	-3%	-11%
CC(=O)Nc1nc(CC(C)C)cc(-c2ccco2)c1C#N	-1%	-6%	1%	2%	12%	11%	22%
NCCCCCCCCCCN	8%	·	5%	·	19%[1.9 µM]	·	?

Among those listed so far, 2 have fluorine.
SMILES	GAA spleen mod	GAA inh	CBFb-RUNX1 inh	HTT aggregate	HTT ATP protect	GAA glycogen mod	Lamin A splicing
O=C(Nc1ccc(F)c(Cl)c1)Nc1csc2ccccc12	-3%	·	8%	1%[9.22 µM]	1%[10 µM]	-2%	·
O=C(CCl)NCCNC(=O)c1cc(OCC(F)(F)F)ccc1OCC(F)(F)F	-12%	0%	15%	-17%	7%	-3%	·

Other entries
SMILES	GAA spleen mod	GAA inh	CBFb-RUNX1 inh	HTT aggregate	HTT ATP protect	GAA glycogen mod	Lamin A splicing
COc1ccc(OC)c(NC(=O)CN2C(=O)C3(OCCCO3)c3ccccc32)c1	1%	-3%	-9%	7%	-13%[0.074 µM]	-4%	4%
COc1ccc(-n2c(SCC(=O)NNC(=O)c3ccccc3C)nnc2-c2ccncc2)cc1	-8%	-6%	4%	-5%	7%	10%	6%[0.0737 µM]
c1ccc(Cc2nn3c(Cn4nnc5ccccc54)nnc3s2)cc1	2%	-1%	2%	-15%	-46%[inhibitor]	7%	-3%
CC(C)NCCOCCOc1ccccc1F	-3%	-2%	0%	6%	-10%	-1%	16%
O=C(Nc1ccc(Br)cc1)c1cccnc1N1CCCCC1	-14%	-5%	11%	-11%	-20%	-14%	-9%
CCc1cccc(CC)c1NC(=O)COC(=O)c1ccccc1-c1nc2ccccc2s1	-3%	-8%	6%	19%	-9%[1.9 µM]	16%	5%
COc1ccc(C(=O)Nc2nc(C)c(C)s2)cc1OC	-7%	-1%	1%	-5%	-24%	0%	6%
Cc1ccc(S(=O)(=O)/N=C(/c2ccc(F)cc2)N2CCCC2)cc1	2%	1%	0%	-10%	-31%[inhibitor]	6%	·
NCCC[C@@H](CC(=O)N[C@@H]1CCNC[C@H]1C(=O)N[C@H](CC(=O)N[C@@H](CCC(=O)O)CC(=O)O)Cc1c[nH]c2ccccc12)NC(=O)C[C@H](CO)NC(=O)[C@@H]1CCCC[C@H]1N	2%	·	0%	·	-23%	·	·
COc1ccccc1NC(=O)CSc1nc2c(sc3ccccc32)c(=O)n1CCN(C)C	28%	?	-1%	5%	-32%[inhibitor]	-9%	·
CCN(CC)c1ccc(NC(=O)/C=C\c2ccccc2Cl)cc1	-11%	-31%	-21%	-15%	-37%[10 µM]	4%	-10%
CC[C@H](C)[C@@H](NC(=O)O[C@@H]1C(=O)c2cc(OC)ccc2O[C@H]1c1ccc(OC)c(Br)c1)C(=O)OC	-6%&9%	-1%	-5%	-9%	7%	-3%	3%
O=C(NCc1ccc2c(c1)OCO2)Nc1ccc2ccccc2c1	-7%	·	8%	-20%[9.22 µM]	-4%[10 µM]	0%	·
COc1cc(/C=N/NC(=O)c2cnccn2)cc(OC)c1OC	6%	-3%	-1%	1%	4%[10 µM]	-8%	-6%
Fc1ccc(-n2ncc3c(SCc4cccnc4)ncnc32)cc1	-2%	-4%	3%	?	7%[10 µM]	-8%	?

Single records (already shown). Screens in order: GAA spleen mod | GAA inh | CBFb-RUNX1 inh | HTT aggregate | HTT ATP protect | GAA glycogen mod | Lamin A splicing
CCCCN(C(=O)CCC(=O)O)C1CC(=O)N(c2ccc(OCCC)cc2)C1=O (centres undefined) as listed: -2% | 3% | 7% | 16% | -1% | -1% | 11%
O=C(NCc1ccc2c(c1)OCO2)Nc1ccc2ccccc2c1 as listed: -7% | · | 8% | -20%[9.22 µM] | -4%[10 µM] | 0% | ·
O=C(c1ccco1)N1CCN(C(=O)c2cc3c(s2)-c2ccccc2OC3)CC1 as listed: -8% | ? | 1% | -14% | 16%[10 µM] | 2% | ?
